# High-throughput results: PubChem BioAssay, several laboratories
# NR2F2 inh = blocks human COUP-TFII nuclear receptor; P24468; HEK293T NGFI-A luciferase reporter, luminescence; inhibition, % at 8.6 µM; actives 0.7% (n = 370,000);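 active = inhibition above a per-plate cutoff, mean inhibition of test wells between control levels plus 3 SD, cut at about 38% in these data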;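 note: cells cotransfected with COUP-TFII expression vector driving the NGFI-A reporter; 0% = median of COUP-TF2 test wells and 100% = reporter-only cells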
# LRH-1 inv ag = inverse agonists of human LRH-1 (NR5A2); HEK293T StAR-luciferase reporter, LRH-1 transfected, 24 h; inhibition, % at 3.6 µM; actives 0.13% (n = 360,000);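 active = inhibition above the mean inhibition of all tested compounds plus 3 SD, cut at about 73% in these data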;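 note: 0% = DMSO wells and 100% = reporter-only cells lacking LRH-1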
# TLR9-MyD88 block = blocks human TLR9 binding to MyD88 | Q9NR96+Q99836 | inhibition, % at 4.98 µM | AID 504734 | CHO BLA complementation TLR9-MyD88, CCF4 FRET ratio | actives 0.21% (n = 340,000);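 active = inhibition above the mean over all tested compounds plus 3 SD, cut at about 21% in these data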;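 note: 0% = DMSO only wells and 100% = clavulanate BLA inhibitor control wells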
# NOD2 RIPK2 PPI = blocks binding of human NOD2 to RIPK2; AID 624267; CHO BLA complementation NOD2-RIPK2, CCF4 ratio; actives 0.38% (n = 360,000); inhibition, % at 4.98 µM; in the data active = inhibition above about 21%;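 note: 0% = vehicle only and 100% = reference blocker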
# NCOA2 inhibitor = human SRC2 (NCOA2) inhibition. actives 0.17% (n = 370,000). inhibition, % at 9 µM. Q15596. AID 651957. HEK293 GAL4-SRC2 luciferase reporter, luminescence;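 active = inhibition above the mean inhibition of all tested compounds plus 3 SD, set per campaign, cut at about 52% in these data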;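 note: 0% = DMSO treated cells and 100% = cells given Gossypol at 36 µM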
# Target sequence (Q15596 whole entry, looked up, the tested form may be a part): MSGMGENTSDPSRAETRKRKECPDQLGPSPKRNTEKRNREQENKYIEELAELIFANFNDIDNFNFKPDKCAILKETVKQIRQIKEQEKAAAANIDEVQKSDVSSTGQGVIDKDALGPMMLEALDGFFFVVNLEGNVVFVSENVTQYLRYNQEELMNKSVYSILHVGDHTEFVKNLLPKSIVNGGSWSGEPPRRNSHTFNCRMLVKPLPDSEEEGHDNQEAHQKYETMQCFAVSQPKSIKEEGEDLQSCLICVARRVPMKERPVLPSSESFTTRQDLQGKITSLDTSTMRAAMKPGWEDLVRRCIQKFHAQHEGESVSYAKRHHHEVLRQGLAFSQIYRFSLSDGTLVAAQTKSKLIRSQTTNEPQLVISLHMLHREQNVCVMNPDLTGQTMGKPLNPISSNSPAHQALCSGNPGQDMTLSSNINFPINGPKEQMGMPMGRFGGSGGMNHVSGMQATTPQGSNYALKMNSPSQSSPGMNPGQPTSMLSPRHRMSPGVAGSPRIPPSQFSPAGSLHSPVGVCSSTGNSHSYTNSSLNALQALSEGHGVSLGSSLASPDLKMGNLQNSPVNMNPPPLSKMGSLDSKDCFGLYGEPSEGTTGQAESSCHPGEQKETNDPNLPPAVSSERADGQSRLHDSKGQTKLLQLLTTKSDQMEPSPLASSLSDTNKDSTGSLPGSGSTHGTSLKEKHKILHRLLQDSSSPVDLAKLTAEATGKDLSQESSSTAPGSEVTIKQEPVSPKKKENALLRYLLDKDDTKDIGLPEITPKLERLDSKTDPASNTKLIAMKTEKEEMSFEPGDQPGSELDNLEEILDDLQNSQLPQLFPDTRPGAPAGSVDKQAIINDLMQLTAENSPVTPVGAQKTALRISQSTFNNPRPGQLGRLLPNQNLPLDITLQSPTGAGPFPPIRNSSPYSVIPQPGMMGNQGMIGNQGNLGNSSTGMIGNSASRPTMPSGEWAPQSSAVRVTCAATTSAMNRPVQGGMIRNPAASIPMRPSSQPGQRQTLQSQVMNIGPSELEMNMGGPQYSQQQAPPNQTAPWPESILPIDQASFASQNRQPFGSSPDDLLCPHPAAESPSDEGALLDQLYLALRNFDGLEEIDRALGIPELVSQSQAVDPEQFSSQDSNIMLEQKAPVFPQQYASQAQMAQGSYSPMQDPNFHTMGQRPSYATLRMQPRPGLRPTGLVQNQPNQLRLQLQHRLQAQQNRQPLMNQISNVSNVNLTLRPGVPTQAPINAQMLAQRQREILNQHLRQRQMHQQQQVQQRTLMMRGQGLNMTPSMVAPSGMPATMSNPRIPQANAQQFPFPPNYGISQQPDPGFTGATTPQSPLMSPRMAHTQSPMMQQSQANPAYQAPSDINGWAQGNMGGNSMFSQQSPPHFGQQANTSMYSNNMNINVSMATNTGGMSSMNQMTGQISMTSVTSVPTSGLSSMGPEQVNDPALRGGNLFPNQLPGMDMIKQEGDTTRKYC
# SRC1 inh = human NCOA1 inhibition; Q15788; HEK293 GAL4-SRC1 luciferase reporter, luminescence; inhibition, % at 3.6 µM; actives 0.12% (n = 360,000); AID 588354;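 active = inhibition above the campaign mean plus 3 SD, with each screening campaign given its own cutoff, cut at about 60% in these data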;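 note: 0% = DMSO treated cells and 100% = gossypol at 36 µM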
# Vif inh = inhibitors of HIV Vif; actives 0.35% (n = 340,000); inhibition, % at 7.49 µM; AID 602346; HEK293T cells, Vif self-association by quenched fluorescence, imaging, 24 h; in the data active = inhibition above about 50%, passing the limit was not always enough; inconclusive = no clear call, values can overlap the other calls; inactive = below about 31%; note: some results filed as inactive read as strong as hits
# C8 TRAIL sens = caspase-8 TRAIL sensitization | NB7+C8 cells + TRAIL, ATPlite viability luminescence | inhibition (viability loss, TRAIL sensitization), % at 10 µM | actives 1% (n = 360,000) | AID 624354;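 active = compounds causing at least 50% loss of cell viability in the single-dose screen, relative to plate controls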
# NCOA3 inh = inhibitors of human steroid receptor coactivator 3 (SRC3); Q9Y6Q9; HEK293 GAL4-SRC3 luciferase reporter, luminescence; inhibition, % at 3.6 µM; actives 0.17% (n = 360,000);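 active = inhibition above a per-campaign cutoff, the mean of all compounds plus 3 SD, cut at about 60% in these data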;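 note: 0% = DMSO-treated cells and 100% = gossypol-treated cells at 36 µM; higher means less SRC3-driven luciferase light from the GAL4 reporter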
# LMP1 NFkB inh = inhibitors of Epstein-Barr LMP1-induced NF-kappaB reporter; actives 0.69% (n = 350,000); LMP1-induced NF-kappaB luciferase reporter cells, luminescence; inhibition, % at 12.5 µM; in the data active = inhibition above about 41%; inconclusive = no clear call, values can overlap the other calls;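 note: 0% = neutral control wells and 100% = reference inhibitor control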
# TROY NFkB inh = TROY signaling inhibition | inhibition, % at 10 µM | actives 0.98% (n = 360,000) | Q293 LMP1-TROYcd NF-kB luciferase reporter, 4 h;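 active = compounds whose plate-normalised and pattern-corrected inhibition of the luciferase reporter signal at the single screening dose is 50% or more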
# The depositor's hits bear a star; ? = inconclusive; . = not tested or not shown. This is a subset, so the mix of outcomes need not match the whole.
SMILES	NR2F2 inh	LRH-1 inv ag	TLR9-MyD88 block	NOD2 RIPK2 PPI	NCOA2 inhibitor	SRC1 inh	Vif inh	C8 TRAIL sens	NCOA3 inh	LMP1 NFkB inh	TROY NFkB inh
Cc1csc(NC(=O)CSc2nccn2Cc2ccco2)n1	1	-6	7	-3	-6	-19	-3	-10	-20	-6	-26
O=C(Cc1ccc(Cl)cc1)NCCS(=O)(=O)N1CCN(c2ccccc2F)CC1	-1	11	-2	3	3	-12	-9	22	8	-8	20
COc1cc(/C=C2\SC(=S)N(NC(=O)c3ccncc3)C2=O)ccc1O	-7	4	5	4	-6	1	-1	4	18	?	1
COc1ccc(-c2ccc(CN3C(CC(C)C)C(=O)N(Cc4cn(CCC5OCCCO5)nn4)CCS3(=O)=O)cc2)cc1OC (stereo unspecified)	-5	-5	-6	-2	-6	0	-4	-2	4	-2	6
COc1cccc(N2C(=O)C(Cc3c[nH]c4ccccc34)NC2=S)c1 (stereo unspecified)	-5	-2	-2	-14	14	-9	-2	-2	12	0	-20
CCCCn1nnnc1C(c1ccccc1)N1CCN(CCN2CCOCC2)CC1 (stereo unspecified)	3	-17	.	-9	-6	.	.	4	.	.	-2
COC(=O)C(NC(=O)c1cccnc1Cl)C(C)C (stereo unspecified)	6	8	-6	-3	-10	3	6	-26	12	5	-5
CCCN(CC(=O)NC(=O)NCc1ccccc1)CC(=O)Nc1ccc(F)c(F)c1F	1	7	-5	4	-35	5	.	-17	-1	-6	-1
COc1ccc(C(C)(C)C)cc1S(=O)(=O)NCC1CCCO1 (stereo unspecified)	14	7	1	-1	8	8	1	-5	19	2	12
COc1cccc(NC(=O)Nc2ccc3nc(C)c(C)nc3c2)c1	15	-20	0	-5	20	7	-7	3	-12	0	-22
CCC(C)(C(=O)NC1CCCCC1)N(Cc1cccs1)C(=O)CC1NC(=O)NC1=O (stereo unspecified)	14	9	-9	-5	35	-5	1	-6	-3	13	2
CN(Cc1ccccc1F)C(=O)c1ccccc1Sc1ccccc1C#N	2	-27	-9	-1	-15	-5	-5	6	1	-3	-54
COc1ccc(C(=O)O)cc1NC(=S)NC(=O)c1ccc(-c2ccc(Cl)cc2)o1	3	3	-7	1	10	-16	5	-12	-1	1	-14
CCCCNC(=O)c1cc2cc(CC)ccc2[nH]1	7	-31	-3	-6	-7	-14	0	38	-39	1	-20
CCOc1ccc(CN2CCN(Cc3cccn3-c3nccs3)CC2CCO)cc1 (stereo unspecified)	-8	3	-1	-2	-17	-6	-1	11	14	-3	-1
CCOC(=O)N1CCN(C(=O)C[C@@H]2C[C@@]3(C(=O)OCC)CCC=C3N(CCC3=CCCCC3)C2=O)CC1	-9	18	.	-6	0	.	.	10	.	.	3
CNc1oc(-c2ccccc2)nc1C#N	-8	-27	-1	-1	-9	-13	-1	-17	-31	2	-1
O=[N+]([O-])c1ccc(S(=O)(=O)NCC2CCCO2)cc1 (stereo unspecified)	-13	9	-2	3	-5	-1	5	-8	-2	-2	1
O=C(O)c1ccc(-n2cccc2/C=C2/NC(=O)N(c3ccccc3)C2=O)cc1	-16	-3	4	-9	16	4	-1	6	-1	-3	68*
O=C(NCC1CCCO1)c1ccc(CS(=O)(=O)c2c(Cl)cccc2Cl)o1 (stereo unspecified)	-9	-10	-5	-9	-1	11	6	-15	1	1	-22
COc1cccc(OCCn2cc(C(=O)c3ccco3)c3ccccc32)c1	-8	-11	-2	-1	-7	-5	-7	8	15	-5	7
COc1ccc(N2CCN(CC(O)COc3cc(C)ccc3C)CC2)cc1 (stereo unspecified)	-8	-31	8	-5	14	-6	-10	-18	-10	0	6
C(=N\Nc1ccc2ccccc2n1)/c1ccc2c(c1)OCCO2	64*	43	-11	0	52	60	11	81*	57	61*	88*
COc1ccc(NC(=O)c2sc(=O)n(Cc3ccc(S(=O)(=O)N(C)C)cc3)c2C)cc1	0	18	.	2	-26	-13	3	2	7	.	-2
Cc1ccccc1C(=O)Nc1ccnn1C1CCN(C(=O)c2ccoc2)CC1	14	-5	5	3	9	-1	.	-4	22	-7	-6
F[B-](F)(F)c1cncc2ccccc12	-6	19	-12	-26	6	3	-1	-9	-2	-3	-11
CCCN(C(=O)c1ccccc1N)c1c(C)n(C)n(-c2ccccc2)c1=O	-9	12	0	-4	1	10	5	-11	10	4	-12
CC1CC(C)(C)CC2(C1)NC(=O)N(CC(=O)N1CCN(S(=O)(=O)c3cccc(Cl)c3Cl)CC1)C2=O (stereo unspecified)	-2	-14	1	-4	-22	8	48	-7	-8	9	-8
C=CCNc1cc(C)oc(=O)c1C(=O)CC	5	5	6	-1	-26	-6	-7	-13	3	4	15
Cc1cc(NC(=O)CSc2nnc(-c3ccccc3)n2C)no1	-23	13	1	1	-4	5	3	1	23	-7	10
CCC(=O)NC(c1cccc([N+](=O)[O-])c1)c1c(OC(C)=O)ccc2ccccc12 (stereo unspecified)	2	-2	9	-7	-5	10	.	0	-1	-6	19
CC(=O)c1nc(N2C(=O)CC(Cc3cc(C)cc(C)c3)C2=O)sc1C (stereo unspecified)	6	0	9	0	11	10	0	-1	4	1	-2
Cc1cc(C)n2nc(SCC(=O)Nc3ccc(S(=O)(=O)N(C)C)cc3)nc2n1	-6	15	6	-8	3	-1	-2	1	-23	1	13
O=C(CN1C(=O)c2ccccc2S1(=O)=O)Nc1cccc(S(=O)(=O)N2CCOCC2)c1	-2	-18	2	-10	13	-10	10	12	6	5	-13
Cc1ccc(C)c(C(O)c2ncc(-c3ccccc3)[nH]2)c1 (stereo unspecified)	-1	-4	.	-3	13	-4	.	8	12	.	-14
Cc1ccc(C)c(N2CC(=O)N(c3cc(C)ccc3C)CC2=O)c1	-20	3	2	0	-6	-7	5	-12	7	1	15
Cc1ccccc1Cn1c(CN2CCN(C(=O)c3ccco3)CC2)nc2c1c(=O)n(C)c(=O)n2C	-5	-20	12	-2	-7	10	-11	0	1	6	4
COc1cccc(N/N=C/c2cccc(Br)c2O)c1	-2	-1	4	-2	-6	-57	.	10	-44	-38	-42
Cc1cc(C)c(S(C)(=O)=O)c(Oc2ccc(F)cc2)n1	11	10	-11	0	11	-16	14	-13	-8	8	-30
NC(=O)C1CCN(C(=O)c2cc(-c3ccc(Cl)cc3)nc3ccccc23)CC1	12	19	2	5	-33	-3	11	6	2	0	-1
O=S(=O)(c1cccc(-c2n[nH]c(=S)n2Cc2ccccc2)c1)N1CCOCC1	-8	-18	-7	2	-5	3	-5	-4	15	2	-5
CCOC(=O)C1C(=O)CC(C)(O)C(C(=O)OCC)C1c1ccco1 (stereo unspecified)	-3	11	2	-7	-4	-8	-10	-15	7	-2	-1
Cc1nc2ccccc2c(=O)n1NS(C)(=O)=O	-2	14	2	-3	3	-19	-1	-7	12	-12	-9
O=C(O)CC(NC(=O)C(F)(F)F)c1ccc2c(c1)OCO2 (stereo unspecified)	0	11	-3	6	11	2	-10	-2	20	1	7
Cc1ccc(NC(=O)c2cncc(Br)c2)nc1	-23	-122	6	-13	-50	-58	-2	-6	-65	-14	-34

# Compound profiles (already shown). Order of values: NR2F2 inh, LRH-1 inv ag, TLR9-MyD88 block, NOD2 RIPK2 PPI, NCOA2 inhibitor, SRC1 inh, Vif inh, C8 TRAIL sens, NCOA3 inh, LMP1 NFkB inh, TROY NFkB inh
# CC(=O)c1nc(N2C(=O)CC(Cc3cc(C)cc(C)c3)C2=O)sc1C (stereo unspecified) across the screens: 6, 0, 9, 0, 11, 10, 0, -1, 4, 1, -2
# CCCCNC(=O)c1cc2cc(CC)ccc2[nH]1 across the screens: 7, -31, -3, -6, -7, -14, 0, 38, -39, 1, -20
# Cc1ccccc1C(=O)Nc1ccnn1C1CCN(C(=O)c2ccoc2)CC1 across the screens: 14, -5, 5, 3, 9, -1, ., -4, 22, -7, -6
# O=C(NCC1CCCO1)c1ccc(CS(=O)(=O)c2c(Cl)cccc2Cl)o1 (stereo unspecified) across the screens: -9, -10, -5, -9, -1, 11, 6, -15, 1, 1, -22

# Returning to the listing; the 2 compounds before the break are reprinted first.
SMILES	NR2F2 inh	LRH-1 inv ag	TLR9-MyD88 block	NOD2 RIPK2 PPI	NCOA2 inhibitor	SRC1 inh	Vif inh	C8 TRAIL sens	NCOA3 inh	LMP1 NFkB inh	TROY NFkB inh
O=C(O)CC(NC(=O)C(F)(F)F)c1ccc2c(c1)OCO2 (stereo unspecified)	0	11	-3	6	11	2	-10	-2	20	1	7
Cc1ccc(NC(=O)c2cncc(Br)c2)nc1	-23	-122	6	-13	-50	-58	-2	-6	-65	-14	-34
Cc1ccc(-c2cc(C(F)(F)F)nc(SCC(=O)c3cccc([N+](=O)[O-])c3)n2)cc1	4	10	-2	-3	4	11	9	26	10	-27	-2
CC1(C)Cc2nc(Cl)c(C(N)=O)cc2CO1	-4	20	-5	-5	-4	-18	3	18	13	10	-7
Cc1ccc([C@@H]2C[C@H]3[C@@H](CN2S(=O)(=O)c2ccc(C)cc2)C(=O)C[C@@H](c2ccccc2)N3S(=O)(=O)c2ccc(C)cc2)cc1	-1	0	-8	-8	14	-5	2	11	-13	-1	-8
Cn1c(SCC(=O)c2c(N)n(C)c(=O)n(C)c2=O)nnc1-c1ccccc1F	4	8	8	-5	4	-5	-3	0	-16	7	2
COc1ccc(-n2nc(C(N)=O)nc2-c2ccccc2)cc1	-3	2	7	-6	-16	4	0	-1	0	10	4
Cc1noc(C)c1C(=O)OCC(=O)Nc1c(F)cccc1F	-6	6	-10	-6	1	-8	-1	0	15	1	11
Cc1cc(=O)oc2cc(OC(C)C(=O)Nc3ccc(N4CCOCC4)cc3)ccc12 (stereo unspecified)	-2	3	2	-2	12	-7	2	-3	-1	2	-6
CC(=O)NC(c1ccco1)c1cc(Cl)c2ccccc2c1O (stereo unspecified)	-4	-9	1	-2	16	-19	-6	-4	-9	-7	-2
